High-throughput results as filed in PubChem.
EP2 mod: modulates human prostaglandin E2 receptor EP2 signaling. P43116. EP2-expressing cells, cAMP HTRF FRET, PGE2 co-stimulation. induction, % at 25 µM. 0.83% of 260,000 active;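 active means compounds whose cAMP rise, as percent of the full-agonist control response, exceeds 60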;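 further: rat C6 glioma line stably carrying human EP2 under a CMV promoter; the protocol text gives 20 µM as final concentration; 100% = response of wells given 1 µM PGE2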
Target sequence (P43116 whole entry, looked up): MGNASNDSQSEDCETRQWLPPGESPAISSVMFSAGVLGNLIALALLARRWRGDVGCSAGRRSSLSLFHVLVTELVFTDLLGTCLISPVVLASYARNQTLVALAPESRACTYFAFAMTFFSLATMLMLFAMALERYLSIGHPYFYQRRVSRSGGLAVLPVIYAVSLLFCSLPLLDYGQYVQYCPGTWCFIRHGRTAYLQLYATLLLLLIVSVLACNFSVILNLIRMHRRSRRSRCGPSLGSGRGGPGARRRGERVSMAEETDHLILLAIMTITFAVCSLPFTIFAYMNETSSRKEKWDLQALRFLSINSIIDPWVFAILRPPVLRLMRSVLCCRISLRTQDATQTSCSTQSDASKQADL
NPY-Y1 PAM-ag: potentiators or agonists of human neuropeptide Y receptor Y1; P25929; NPY-Y1 expressing cells, potentiator/agonist activation; activation, % at 3.6 µM; 0.37% of 220,000 active; AID 1304; in the data active means activation above about 33%, passing the limit was not always enough;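 further: cells stimulated with NPY at EC10 then isoproterenol at EC100; 0% = low agonist plus stimulus and 100% = saturating agonist plus stimulus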
S1P4 ag: activates the human S1P4 receptor. O95977. 0.35% of 220,000 active. AID 1509. S1P4-expressing cell line, agonist reporter assay. activation, % at 4.98 µM; in the data active means activation above about 11%;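 further: 0% = DMSO vehicle and 100% = reference agonist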
zfTRPN1 agonist: zebrafish TRPN1 (NompC) channel agonism | activation, % at 3 µM | AID 1424 | HEK293 zebrafish TRPN1-YFP, Fluo-8 calcium fluorescence; 100% = response to 87 µM carbachol | 0.18% of 220,000 active;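 active means activation above its plate's cutoff, the mean activation of test wells on that plate plus 3 SD, cut at about 19% in these data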;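 further: 0% = DMSO alone and 100% = 87 µM carbachol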
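Material: zebrafish TRPN1-YFP in HEK293 cells. Doses: one dose of 3 µM, 0.3% DMSO. Incubation: dye 1 h 37 °C plus 30 min RT. Measured by: intracellular calcium fluorescence with Fluo-8.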
CHOP inh: inhibitors of CHOP induction in ER stress response. CHO-K1 CHOP-promoter luciferase, tunicamycin-induced, 15-18 h. inhibition, % at 10 µM. 3.8% of 220,000 active. AID 2732;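 active means compounds that reduced the stress-induced luciferase reporter signal by more than about 70% of percent inhibition, limit read from the data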;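 further: 0% = tunicamycin plus vehicle and 100% = wells without tunicamycin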
TRPML3 agonist: agonists of human TRPML3 channel. Q8TDD5. HEK293 TRPML3-YFP, Fluo-8 calcium fluorescence; 100% = the carbachol control signal. activation, % at 3 µM. 0.29% of 220,000 active. AID 1448;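 active means activation above its plate's cutoff, the mean activation of the plate's test wells plus 3 SD, cut at about 12% in these data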;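 further: 0% = DMSO only wells and 100% = carbachol wells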
Target sequence (Q8TDD5 whole entry, looked up): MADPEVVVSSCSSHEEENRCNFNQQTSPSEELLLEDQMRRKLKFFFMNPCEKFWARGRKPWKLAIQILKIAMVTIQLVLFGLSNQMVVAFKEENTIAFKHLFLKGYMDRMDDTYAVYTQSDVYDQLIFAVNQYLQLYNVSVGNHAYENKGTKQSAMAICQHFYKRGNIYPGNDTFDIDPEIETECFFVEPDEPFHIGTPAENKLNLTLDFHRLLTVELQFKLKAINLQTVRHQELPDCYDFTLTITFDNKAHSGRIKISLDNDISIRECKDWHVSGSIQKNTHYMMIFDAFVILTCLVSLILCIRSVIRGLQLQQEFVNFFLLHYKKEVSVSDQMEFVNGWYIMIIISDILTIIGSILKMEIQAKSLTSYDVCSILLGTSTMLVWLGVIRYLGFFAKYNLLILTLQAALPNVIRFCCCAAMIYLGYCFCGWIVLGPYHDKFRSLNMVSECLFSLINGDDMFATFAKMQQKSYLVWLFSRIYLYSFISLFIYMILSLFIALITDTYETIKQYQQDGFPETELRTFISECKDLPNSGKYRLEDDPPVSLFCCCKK
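Material: TRPML3-YFP stable HEK293 cells | Dosing: One concentration, 3 µM nominal, 0.3% DMSO | Timing: 125 s total fluorescence read per well | Technique: Fluo-8 calcium dye fluorescence, ex 470-495, em 515-575 nm | Measure: Percent activation from peak-to-basal fluorescence ratio, scaled between DMSO and carbachol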
S1P4 antagonist: human S1P4 receptor antagonism; O95977; S1P4-expressing cells, antagonist mode, reporter read-out; inhibition, % at 4.98 µM; 0.26% of 220,000 active; AID 1510; in the data active means inhibition above about 29%;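 further: 0% = wells stimulated with agonist and 100% = vehicle wells without agonist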
NPY-Y1 antag: antagonists of human neuropeptide Y receptor Y1; P25929; HEK293-CNG Y1 cells, membrane potential fluorescence; NPY at EC95, then isoproterenol; inhibition, % at 3.6 µM; 1% of 200,000 active;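 active means inhibition above the campaign mean inhibition of all tested compounds plus 3 SD, cut at about 20% in these data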;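 further: 0% = DMSO wells given NPY plus isoproterenol and 100% = isoproterenol alone without NPY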
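Material: HEK293 Y1/CNG channel cell line; also added: NPY (25 nM), isoproterenol (1 µM), Ro 20-1724 (25 µM); doses: one concentration, 3.6 µM, in 0.4% DMSO; schedule: compound incubation 1 h at room temperature, readout 45 min post-stimulation; technique: membrane potential fluorescence; measure: fluorescence ratio normalized to % inhibition between controls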
NPY-Y2 PAM-ag: potentiators or agonists of human neuropeptide Y receptor Y2; P49146; cells expressing NPY-Y2, potentiator/agonist read-out; activation, % at 3.6 µM; 0.45% of 220,000 active; AID 1359; in the data active means activation above about 27%;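 further: cells stimulated with NPY near EC25 plus isoproterenol at EC100; 0% = vehicle plus submaximal agonist and 100% = vehicle plus saturating agonist; some results beyond the cut were filed as inactive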
Active calls of the source: *; · = not tested or not shown; & = joins results of further samples.

SMILES	EP2 mod	NPY-Y1 PAM-ag	S1P4 ag	zfTRPN1 agonist	CHOP inh	TRPML3 agonist	S1P4 antagonist	NPY-Y1 antag	NPY-Y2 PAM-ag
COc1ccccc1/C=c1\sc2nc(-c3cccs3)nn2c1=O	·	-3	-2.5	0.9	·	1.1	-4	0	-26
CN(c1ccccc1)S(=O)(=O)c1ccc(C(=O)OCC(=O)N2CCOCC2)cc1	6	-6	-2.5	1.5	20	0.8	4	5	-16
O=C(NNC(=S)Nc1ccccc1)Nc1ccccc1	-12	26	0.6	-0.1	9	-0.2	-1	-3	20
COc1ccc(CNC(=O)COC(=O)CCOc2ccccc2)cc1	-2	-20	-0.9	-1.1	9	0.0	-2	10	-9
COc1ccc(CNC(=O)c2cc3c(=O)n4ccccc4nc3n(Cc3ccco3)c2=N)cc1	·	8	-1.1	-0.3	·	-0.4	8	8	12
CC(=O)NNC(=O)CN1C(=O)/C(=C/c2ccccc2)SC1=S	2	-6	-0.3	-0.7	3	-0.1	-13	·	-14
Oc1ccccc1C=NC1CCCCC1N=Cc1ccccc1O (stereo not given)	32	-13	-0.2	0.2	30	1.1	-22	4	-8
CCOC(=O)C1=C(C)Nc2nc3ccccc3n2C1c1ccncc1 (stereo not given)	14	-16	-1.7	1.0	-12	-0.9	10	-2	9
Cc1onc(-c2ccccc2Cl)c1C(=O)Nc1ccccc1C(=O)NC(C)C	31	-19	-1.6	0.2	26	-0.1	-8	-2	-13
O=C(Cc1cc(=O)[nH]c(=O)[nH]1)NCc1ccc(Cl)cc1	-6	-2	1.9	0.5	-13	-0.3	4	4	1
COc1cccc(CNC(=O)CCSCc2ccccc2F)c1	-5	-10	-1.5	-1.7	2	-0.4	6	8	-5
Cc1cccc(NC(=S)N2CCN(S(=O)(=O)c3cccc(F)c3)CC2)c1	-11	11	20*	-0.3	4	0.9	4	-2	4
O=C(COc1ccccc1)Nc1nnc(-c2ccccc2)o1	5	-8	-1.2	0.1	18	0.2	2	3	-5
CCOc1ccc(S(=O)(=O)Nc2cccc(Cl)c2)cc1	·	20	1.6	-0.5	·	-1.2	-39	-7	-3
CCCCCCn1c(CN2CCCCC2C)nc2c1c(=O)n(C)c(=O)n2C (stereo not given)	53	-3	2.2	-1.9	37	0.9	-2	10	-11
N#Cc1c(NC(=O)C2CC(c3ccccc3O)=NO2)sc2c1CCC2 (stereo not given)	-4&21	-13	2.1	1.4	36	0.5	-6	0	2
CCC(C)Sc1nc2c(c(=O)n1C)SC(C)C2 (stereo not given)	29	3	0.6	-2.1	56	-1.2	-9	4	-16
CC(C(=O)O)n1cc(Cl)cn1 (stereo not given)	-5	-12	-2.6	1.6	3	0.3	-19	-1	-8
CC1C(=O)CCN(C(C)C)C1C (stereo not given)	23	3	-0.8	-0.1	-9	0.5	-12	0	-3
C/C=C/C(=O)OCC(=O)Nc1ccc(SC(F)F)cc1	-10	7	2.3	-1.2	13	0.0	-3	-1	1
CCOC(=O)c1c(C)c(C(=O)Nc2cc(OC)ccc2OC)c(C)n1CC	43	-9	2.0	-1.6	·	-1.8	-12	-3	19
C=C(C)CSc1nnc(-c2ccccc2)n1N	19	6	-5.7	-1.3	-20	-0.2	-23	-8	-5
COc1ccc(C2CC(c3ccc(OC)cc3)n3nc(NC(=O)c4cccs4)nc3N2)cc1 (stereo not given)	-1	-2	-0.2	0.8	-10	-0.1	-1	2	-24
COc1ccc(NC(=O)C2CCN(S(=O)(=O)c3cccnc3)CC2)cc1Cl	-38	26	1.8	2.1	7	1.1	17	1	5
Cc1nn(CC#N)c(=O)n1-c1ccccc1	6	5	1.0	0.5	25	0.8	-20	4	9

15 structures already listed, sorted by heavy-atom count, smallest number first:
SMILES	EP2 mod	NPY-Y1 PAM-ag	S1P4 ag	zfTRPN1 agonist	CHOP inh	TRPML3 agonist	S1P4 antagonist	NPY-Y1 antag	NPY-Y2 PAM-ag
CC(C(=O)O)n1cc(Cl)cn1 (stereo not given)	-5	-12	-2.6	1.6	3	0.3	-19	-1	-8
CC1C(=O)CCN(C(C)C)C1C (stereo not given)	23	3	-0.8	-0.1	-9	0.5	-12	0	-3
Cc1nn(CC#N)c(=O)n1-c1ccccc1	6	5	1.0	0.5	25	0.8	-20	4	9
CCC(C)Sc1nc2c(c(=O)n1C)SC(C)C2 (stereo not given)	29	3	0.6	-2.1	56	-1.2	-9	4	-16
C/C=C/C(=O)OCC(=O)Nc1ccc(SC(F)F)cc1	-10	7	2.3	-1.2	13	0.0	-3	-1	1
CC(=O)NNC(=O)CN1C(=O)/C(=C/c2ccccc2)SC1=S	2	-6	-0.3	-0.7	3	-0.1	-13	·	-14
COc1cccc(CNC(=O)CCSCc2ccccc2F)c1	-5	-10	-1.5	-1.7	2	-0.4	6	8	-5
Oc1ccccc1C=NC1CCCCC1N=Cc1ccccc1O (stereo not given)	32	-13	-0.2	0.2	30	1.1	-22	4	-8
N#Cc1c(NC(=O)C2CC(c3ccccc3O)=NO2)sc2c1CCC2 (stereo not given)	-4&21	-13	2.1	1.4	36	0.5	-6	0	2
Cc1cccc(NC(=S)N2CCN(S(=O)(=O)c3cccc(F)c3)CC2)c1	-11	11	20*	-0.3	4	0.9	4	-2	4
CCOC(=O)c1c(C)c(C(=O)Nc2cc(OC)ccc2OC)c(C)n1CC	43	-9	2.0	-1.6	·	-1.8	-12	-3	19
Cc1onc(-c2ccccc2Cl)c1C(=O)Nc1ccccc1C(=O)NC(C)C	31	-19	-1.6	0.2	26	-0.1	-8	-2	-13
CN(c1ccccc1)S(=O)(=O)c1ccc(C(=O)OCC(=O)N2CCOCC2)cc1	6	-6	-2.5	1.5	20	0.8	4	5	-16
COc1ccc(C2CC(c3ccc(OC)cc3)n3nc(NC(=O)c4cccs4)nc3N2)cc1 (stereo not given)	-1	-2	-0.2	0.8	-10	-0.1	-1	2	-24
COc1ccc(CNC(=O)c2cc3c(=O)n4ccccc4nc3n(Cc3ccco3)c2=N)cc1	·	8	-1.1	-0.3	·	-0.4	8	8	12

(further entries)
SMILES	EP2 mod	NPY-Y1 PAM-ag	S1P4 ag	zfTRPN1 agonist	CHOP inh	TRPML3 agonist	S1P4 antagonist	NPY-Y1 antag	NPY-Y2 PAM-ag
CCOC(=O)C1C(=O)C(C(C)=O)C(=O)CC1CC(C)SCC (stereo not given)	4	13	2.7	-0.8	11	-0.2	4	3	-3
Cc1ccc(CNC(=O)c2ccc(NS(=O)(=O)c3c(C)noc3C)cc2)cc1	3	-7	0.3	0.3	12	1.2	-8	28*	-3
CC(NCc1cccs1)C(=O)NC1CCCCC1 (stereo not given)	22	14	0.3	-0.4	6	0.1	12	-2	-4
CCc1nnc(NC(=O)c2sc3nc4cc(C)ccc4cc3c2N)s1	-43	5	0.5	1.9	45	0.4	-2	3	3
COCc1ccc2oc(C(=O)O)cc2c1	26	-13	-0.5	1.1	10	0.0	-8	-1	-15
C[n+]1ccn(CC(=O)c2ccc(Cl)cc2)c1	9	-8	1.2	3.9	5	1.4	-30	4	-11
Cc1cc(C(=O)NC2=NCCS2)cs1	17	-2	0.3	-0.4	12	0.9	-11	-1	12
CCCCCCn1nc(C(=O)Nc2nc3c(s2)CCCC3)c2ccccc2c1=O	24	-6	1.0	-0.1	7	-0.4	-5	7	-6
Cc1c(O)ccc(C(=O)CN2C(=O)c3ccccc3C2=O)c1O	11	-39	1.5	-2.3	36	0.7	-7	1	17
O=C(COc1ccccc1)NCCSCc1ccccc1Cl	-26	0	-1.1	-2.3	-9	-0.9	-16	5	-8
COCCN(C(=S)Nc1cc(C)cc(C)c1)C(C)c1ccco1 (stereo not given)	28	0	0.1	0.2	5	1.1	-18	3	-8
CC(=O)N1CCC(N(C(=O)Nc2c(F)cccc2F)C(C)C)CC1	10	7	0.4	0.5	26	0.9	-6	2	-1
COc1ccc(C(=O)NNC(=O)CSc2nnc(COc3ccccc3OC)n2C)cc1	22	13	1.3	-0.3	-7	0.6	-9	1	-2
Oc1ccc(Nc2nc(-c3ccc(O)cc3)cs2)cc1	-17&-113	2	-2.6	-0.1	21	0.1	-13	-7	9
Cc1ccc(NC(=O)Cc2ccccc2)c(C)c1	-6	3	1.2	-1.3	10	0.4	-17	-2	-3
Cc1cccc(NC(=O)C2CCCC2)c1	-10	5	2.1	0.3	24	0.6	-15	1	-11
CCOC(=O)C1C(=O)N(C(=O)c2ccc(OC)cc2)CC1c1ccccc1 (stereo not given)	28	-7	-0.4	-0.7	34	0.9	1	-3	9
C=CCC(CC=C)(NC(=O)c1ccccc1C)c1ccccc1	35	0	0.8	-1.9	32	-1.0	-9	9	-2
[O-]/[N+](=C\c1cccc(Br)c1)c1ccccc1	-29	-7	-0.3	1.1	20	0.9	-8	6	-7
COc1cccc(N2CCN(CC(=O)Nc3nc4c(s3)CC(C)CC4)CC2)c1 (stereo not given)	-11	-52	2.0	0.5	56	0.1	-2	12	-18
CCN1CCN(c2cc(C)c3cc(NC(=S)N4CCN(c5ccccc5)CC4)ccc3n2)CC1	36	15	0.4	3.1	20	0.6	-5	3	1
CCOCC(=O)Nc1ccc(C(=O)Nc2ccccc2Cl)cc1	0	16	1.0	1.6	3	0.7	-5	-2	4
COCC(C)NC(=O)c1cc(-c2ccc(OC)c(OC)c2)on1 (stereo not given)	-12	-14	0.0	0.8	-25	0.1	10	-1	4
CC(=O)Nc1ccc(S(=O)(=O)N(Cc2ccccc2)c2ccccc2)cc1	49	21	4.3	-1.9	-2	-0.7	-16	6	2
COCCN1Cc2cccc(C(=O)NC3CCCCCC3)c2C1=O	12	-16	2.3	0.3	-14	0.3	-1	-1	-4
COC(=O)c1cccc([N+](=O)[O-])c1CN1CCCC(C(N)=O)C1 (stereo not given)	19	5	1.1	0.9	2	0.9	-11	0	8
O=C(CCc1n[nH]c(=O)[nH]c1=O)N/N=C/c1ccc(Br)o1	17	-9	2.3	1.3	-9	0.6	-7	-3	0
CC(NCC(O)COc1ccc(S(=O)(=O)N2CCOCC2)cc1)c1ccccc1 (stereo not given)	-46	-32	0.5	2.7	26	-0.2	-3	4	-13
O=C1C=C(NC2CCCC2)CC(c2ccccc2)C1 (stereo not given)	-6	9	0.5	0.1	17	0.1	-8	3	3
